Screening results from PubChem BioAssay.
D2 antagonist = HTS Assay for Allosteric Antagonists of the Human D2 Dopamine Receptor: Primary Screen for Antagonists; D(2) dopamine receptor (Homo sapiens), P14416; inhibition, % at 10 µM; AID 485344, 2010; HEK293 TREx D2 cells, calcium flux, dopamine EC80; actives 2% (n = 340,000); in the data active = inhibition above about 30%; note: 0% is about no effect
Target sequence (P14416 whole entry, looked up): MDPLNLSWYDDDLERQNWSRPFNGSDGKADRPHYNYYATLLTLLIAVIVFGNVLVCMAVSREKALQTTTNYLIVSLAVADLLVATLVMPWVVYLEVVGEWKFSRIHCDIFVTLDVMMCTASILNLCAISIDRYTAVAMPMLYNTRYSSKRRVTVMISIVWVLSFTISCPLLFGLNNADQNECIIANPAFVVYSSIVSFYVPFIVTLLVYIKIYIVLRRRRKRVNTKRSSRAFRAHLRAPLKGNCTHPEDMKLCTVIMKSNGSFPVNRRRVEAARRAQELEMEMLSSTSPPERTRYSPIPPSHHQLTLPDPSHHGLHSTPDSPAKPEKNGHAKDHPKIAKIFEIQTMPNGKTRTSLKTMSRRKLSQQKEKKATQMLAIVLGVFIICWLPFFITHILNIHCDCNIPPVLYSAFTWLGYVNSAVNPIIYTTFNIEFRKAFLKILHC
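Inhibition of EC80 dopamine-driven calcium flux, recorded kinetically, defines activity here; cells are a tetracycline-induced HEK293 T-REx line expressing force-coupled D2.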
TRHR PAM = qHTS for Small Molecule Agonists and Allosteric Enhancers of Human TRH Receptor: Primary Screen for Enhancers | TRHR cells, fluo-8 calcium fluorescence, EC20 TRH enhancement | actives 0.66% (n = 360,000) | AID 493056, 2011 | enhancement, % at 2 µM | Thyrotropin-releasing hormone receptor (Homo sapiens), P34981; in the data active = enhancement above about 30%; note: 0% is about no effect
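Enhancer read-out: after compound pinning and an initial kinetic agonist-mode read, an EC20 of TRH (10 nM final) was injected and fluo-8 calcium signal (Ex 480/Em 530) followed at 1 s/cycle for 100 cycles in TRHR-expressing cells.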
D1 potentiator = Potentiators of Human D1 Dopamine Receptor: qHTS | potentiation, % at 10 µM | actives 0.036% (n = 360,000) | HEK293 TREx D1 cells, calcium flux, dopamine EC20 potentiation | D(1A) dopamine receptor (Homo sapiens), P21728; in the data active = potentiation above about 30%; note: 0% is about no effect
Target sequence (P21728 whole entry, looked up): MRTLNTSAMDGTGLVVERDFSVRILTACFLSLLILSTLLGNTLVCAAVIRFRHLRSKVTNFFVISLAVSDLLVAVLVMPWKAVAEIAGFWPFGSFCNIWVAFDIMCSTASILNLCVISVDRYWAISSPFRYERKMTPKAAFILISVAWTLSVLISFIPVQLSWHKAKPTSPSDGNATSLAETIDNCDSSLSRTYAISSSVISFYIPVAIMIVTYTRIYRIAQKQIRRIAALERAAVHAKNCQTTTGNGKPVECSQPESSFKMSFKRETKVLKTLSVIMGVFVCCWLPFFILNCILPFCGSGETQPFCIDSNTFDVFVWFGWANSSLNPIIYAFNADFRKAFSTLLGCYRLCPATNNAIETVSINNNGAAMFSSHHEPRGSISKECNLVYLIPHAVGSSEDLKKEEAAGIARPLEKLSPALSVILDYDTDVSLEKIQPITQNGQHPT
D1 ag = Allosteric Agonists of the Human D1 Dopamine Receptor: qHTS | AID 504660, 2011 | HEK293 T-REx D1 cells, calcium flux, agonist mode | actives 1% (n = 360,000) | activation, % at 2 µM | D(1A) dopamine receptor (Homo sapiens), P21728; note: 0% is about no effect
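Inducible HEK293 T-REx D1 cells, force-coupled to calcium signalling, were plated at 4000 cells/well with tetracycline and held overnight at 30 C. After no-wash calcium dye loading, compound-evoked calcium rise over 180 s flagged agonists.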
D2 PAM = HTS Assay for Positive Allosteric Modulators of the Human D2 Dopamine Receptor: Primary Screen for Potentiators. HEK293 T-REx D2, calcium flux, EC20 dopamine potentiation. D(2) dopamine receptor (Homo sapiens), P14416. potentiation, % at 10 µM. actives 0.34% (n = 340,000);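 active = potentiation over 3 SD above the plate norm, cut at about 30% in these data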; note: 0% is about no effect
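Using a no-wash calcium dye in inducible, force-coupled HEK293 Trex cells expressing D2, we tracked fluorescence each second for 180 s after compound, then for 180 s after EC20 dopamine to detect augmented signalling.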
D2 ag = HTS Assay for Allosteric Agonists of the Human D2 Dopamine Receptor: Primary Screen for Agonists | AID 485358, 2010 | D(2) dopamine receptor (Homo sapiens), P14416 | HEK293 T-REx D2 cells, calcium flux agonist mode | activation, % at 2 µM | actives 0.53% (n = 340,000);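 active = activation over 3 SD above normal in the single-dose calcium agonist read, cut at about 30% in these data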; note: 0% is about no effect
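Agonism scored from kinetic calcium signal (1 read/sec, 180 s) following compound pin transfer, after a 10 s baseline. Cells: HEK293 Trex line expressing inducible D2 receptor coupled to calcium, dye-loaded after overnight culture at 30 C.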
TRHR ag = qHTS for Small Molecule Agonists and Allosteric Enhancers of Human TRH Receptor: Primary Screen for Agonists; Thyrotropin-releasing hormone receptor (Homo sapiens), P34981; TRHR cells, calcium flux fluo-8, FDSS agonist mode; activation, % at 2 µM; actives 0.18% (n = 360,000); AID 493084, 2011; note: 0% is about no effect
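TRHR-expressing cells loaded with fluo-8 calcium dye; 23 nL library compound pin-transferred, kinetic FDSS fluorescence (Ex 480/Em 530) recorded about 180 s for agonist-induced calcium release, before a 10 nM TRH EC20 addition for potentiator mode.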
D1 antag = Antagonist of Human D 1 Dopamine Receptor: qHTS; actives 3.2% (n = 360,000); HEK293 TREx D1 cells, calcium flux, dopamine EC80; hits give low values; activity change, negative = inhibition, % at 10 µM; D(1A) dopamine receptor (Homo sapiens), P21728; in the data active = activity change below about -30%; note: % is set by controls: 0 for no effect and ±100 for the full control effect
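Compound effects on dopamine-evoked calcium signalling were measured in tetracycline-induced HEK293 Trex D1 cells. Dopamine at EC80 followed a 180 s compound pre-read, and fluorescence was tracked kinetically for 180 s more.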
RXFP1 antagonist = qHTS Assay for Antagonists of the Relaxin Receptor RXFP1; Relaxin receptor 1 (Homo sapiens), Q9HBX9; HEK293-RXFP1, relaxin-stimulated cAMP HTRF, 30 min; hits give low values; activity change, negative = inhibition, % at 57.5 µM; actives 0.59% (n = 350,000); AID 1259400, 2018;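 active = activity change of -60% or lower, but not beyond a set lower limit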; note: % is set by controls: 0 for no effect and ±100 for the full control effect
Numbers without * were called inactive; . = no result given; & = joins results of further samples. Cut-off read from the data, not from the text of the source, unless noted: active = activation above about 30%; inactive = the rest.

SMILES | D2 antagonist | TRHR PAM | D1 potentiator | D1 ag | D2 PAM | D2 ag | TRHR ag | D1 antag | RXFP1 antagonist
FC(F)(F)c1cnc(Oc2ccccc2-c2nnco2)c(Cl)c1 | 16 | -4 | -9 | 1 | 6 | 0.7 | -0.7 | -5 | 15
CCCN(C(=O)CCn1cnc2onc(-c3ccc(F)cc3)c2c1=O)c1ccccc1C | . | 22 | 1 | 3 | 3 | -0.6 | -0.5 | 0 | -28
O=C(c1cc([N+](=O)[O-])cc([N+](=O)[O-])c1)N(Cc1nnc(-c2ccccc2Cl)o1)C1CC1 | 5 | 10 | -2 | 1 | 4 | 7.5 | -0.2 | -7 | -16
O=C(NCCCc1ccccc1)C1CC(=O)N(c2ccc3c(c2)OCCO3)C1 (stereo not drawn) | 24 | 0 | -1 | -1 | 11 | 0.2 | -0.4 | -2 | 6
CCc1ccc(-c2ccc3nnc(SCC(N)=O)n3n2)cc1 | -9 | 5 | 1 | 1 | 20 | 0.1 | -1.5 | 22 | 5
Cc1ccc(S(=O)(=O)CC(=O)Nc2cccc(C)n2)cc1 | 7 | -10 | 1 | 1 | 1 | 1.1 | 0.1 | 2 | 2
O=C(/C=C/c1ccc(F)cc1)NC(=S)NNC(=O)c1cccnc1 | -7 | -4 | -1 | 1 | -4 | 3.2 | -0.1 | 5 | -19
O=C(CCCN1C(=O)c2cccnc2C1=O)N1CC(=O)N(CCc2ccccc2)C(=O)C1 | -5 | -1 | -7 | 3 | 9 | 0.2 | -0.7 | 1 | 6
CC(=O)Nc1cccc(NC(=O)c2ccc3[nH]c(C)c(C)c3c2)c1 | -6 | 6 | 0 | -2 | -25 | 1.2 | 0.6 | -2 | -18
CCOC(=O)c1oc2ccc(S(=O)(=O)n3nc(-c4ccc(Cl)cc4)cc3N)cc2c1C | -13 | 2 | -2 | 1 | -3 | 0.4 | 0.3 | -16 | .
Cc1ccc(C2C(C(=O)c3cccs3)=C(O)C(=O)N2c2ccc(S(N)(=O)=O)cc2)cc1 (stereo not drawn) | -6 | -7 | 2 | 1 | 2 | -0.6 | -0.1 | 3 | -1
CCCC(CCC)C(=O)Nc1ccc2c(c1)N(C(=O)CN1CCN(C)CC1)c1ccccc1CC2 | -1 | 2 | 4 | 3 | -7 | 2.4 | 2.5 | 11 | -8
CCc1nc(SCC(=O)Nc2cc(C)on2)n[nH]1 | -10 | 2 | 3 | 3 | 5 | 1.7 | 0.4 | 10 | -14
CCN1CCN(S(=O)(=O)c2ccc(Cl)c(C(=O)N(C)Cc3cccc(OC)c3)c2)CC1 | -6 | 11 | -7 | 10 | -4 | 0.1 | -0.2 | 0 | -16
O=C(O)c1ccc(Cl)cc1NC(=O)C1CCCO1 (stereo not drawn) | 6 | -3 | -7 | 2 | 3 | -0.2 | -0.3 | 13 | 1
CCS(=O)(=O)c1nc(S(=O)(=O)c2ccc(C)cc2)c(N2CCN(CCO)CC2)s1 | 8 | -1 | 3 | 3 | -23 | -1.8 | -0.3 | 36 | 33
CC(Oc1ccc(Cl)cc1)C(=O)Nc1cccc(S(=O)(=O)N2CCOCC2)c1 (stereo not drawn) | -14 | 4 | 0 | 11 | 23 | 0.2 | 0.1 | -25 | 3
COc1ccc2c(c1)CC(C(=O)N1CCC(C(N)=O)CC1)CO2 (stereo not drawn) | . | -3 | 0 | 2 | 4 | . | 0.6 | 7 | -1
NC(=O)c1ccsc1NC(=O)c1ccc(S(=O)(=O)N2CCCc3ccccc32)cc1 | -10 | -2 | 2 | -1 | 5 | 8.1 | 1.4 | -25 | .
CC(=O)c1ccc(NC(=S)NC(C)CCc2ccccc2)cc1 (stereo not drawn) | -4 | 6 | -3 | 15 | 5 | 3.7 | 1.7 | -24 | -6
CCOC(=O)c1[nH]c2cc3c(cc2c1NC(=O)CN1CCC(C)CC1)OCO3 | -1 | -2 | -2 | 0 | -17 | 0.8 | 0.7 | 8 | -3
CCOc1ccc(/C=C/C(=O)c2ccccc2)cc1 | 11 | -10 | -1 | 2 | 8 | -1.6 | -1.6 | -2 | 10
CC1(C)CC(N2CCC(=O)N(C3CC(C)(C)NC(C)(C)C3)C2)CC(C)(C)N1 | -9 | 9 | -3 | 2 | -7 | 0.3 | 0.3 | 2 | 13
N/C(=N\OC(=O)COc1ccc(Br)cc1)c1cccc([N+](=O)[O-])c1 | 12 | -4 | -1 | 6 | -6 | -0.1 | 0.2 | 6 | 13
COc1cc(OC)c(OC)cc1CN(C)CCc1ccccn1 | 0 | -3 | -5 | -1 | . | -1.4 | 0.6 | 2 | -11
SMILES | D2 antagonist | TRHR PAM | D1 potentiator | D1 ag | D2 PAM | D2 ag | TRHR ag | D1 antag | RXFP1 antagonist
Cc1ccc(S(=O)(=O)N(C)C)cc1NC(=O)COC(=O)C1=COCCO1 | 11 | 7 | . | 7 | -5 | 0.5 | 0.2 | -18 | -3
O=[N+]([O-])c1ccc(O)c(Nc2c([N+](=O)[O-])ccc3nonc23)c1 | -17 | 7 | -2 | 19 | 1 | -1.5 | -2.1 | -49* | -10
c1ccc(C(c2ccccc2)N2CCN(c3nc4ccccc4n4cnnc34)CC2)cc1 | -28 | 0 | 10 | 9 | 3 | -0.3 | -0.6 | 57 | .
CCCc1cc(=O)oc2cc(OCC(=O)Nc3cc(C)on3)ccc12 | -16 | -8 | 3 | 6 | -8 | 0.2 | 0.1 | 14 | 6
COc1ccc(C(c2c(C)n(C)n(-c3ccccc3)c2=O)c2c(C)n(C)n(-c3ccccc3)c2=O)cc1O | 6 | -3&-1 | -9&-3 | 3&1 | 8&5 | -1.0&0.9 | -0.5&0.8 | -2&7 | .
O=C(Nc1nnc(C2CCCCC2)s1)c1ccco1 | -5 | 10 | -8 | 2 | 6 | -0.3 | 0.3 | -3 | -7
O=C(COC(=O)c1cc(S(=O)(=O)N2CCOCC2)ccc1Cl)Nc1ccc2c(c1)OCO2 | -3 | -1 | -2 | 1 | -3 | -0.2 | -1.0 | -5 | 10
Cc1noc(C)c1C(=O)NCCc1ccc(S(N)(=O)=O)cc1 | -18 | -4 | -7 | 2 | 13 | 1.3 | 0.8 | -6 | 4
COc1cccc(C(=O)NC2CCCN(C3Cc4ccccc4C3)C2)c1OC (stereo not drawn) | -18 | 2 | -7 | -1 | -25 | -0.4 | -0.7 | 13 | -2
O=C(N/C(=C/C=C/c1ccccc1)C(=O)N1CCOCC1)c1ccccc1Br | -2 | -1 | 8 | 1 | -11 | 0.9 | -0.3 | 7 | -4
CCCOc1ccc(CCc2n[nH]c(=S)n2-c2ccccc2)cc1 | -3 | 4 | 2 | 6 | 1 | -0.7 | -0.9 | 4 | -20
COc1ccc(CNC(=O)c2cc(=O)c3c(C)cc(C)cc3o2)cc1 | 23 | 9 | -7 | 1 | -25 | 0.0 | -1.5 | -1 | 13
O=C1CSC(c2cccnc2)N1c1ccccc1 (stereo not drawn) | -2 | -1 | 0 | 3 | 5 | 0.4 | -0.1 | 13 | -6
O=C(Cn1cc(C(F)(F)F)cc(Cl)c1=O)NCC1COc2ccccc2O1 (stereo not drawn) | -7 | 0 | -6 | 1 | -9 | 0.3 | 0.4 | -16 | 7
Cc1ccc2cc(CCNC(=O)C(C)(C)C)c(=O)[nH]c2c1 | -7 | 14 | 0 | 4 | -3 | 0.1 | 1.2 | -6 | .
Cc1ccsc1C(=O)Nc1cccc(S(=O)(=O)N(C)C)c1 | 1 | -3 | 0 | 5 | -10 | -1.4 | 0.3 | 0 | 25
O=C(NCCOC(=O)c1ccc(Cl)c(S(=O)(=O)N2CCCCC2)c1)c1ccncc1 | -5 | -5 | -3 | 2 | -6 | 0.8 | 0.1 | -1 | -3
COc1cccc(CNC(=O)CN2C(=O)c3ccccc3S2(=O)=O)c1 | -12 | -3 | 2 | 1 | 10 | -0.2 | -0.2 | -17 | 8
CCN(C(=O)COc1ccc(C(=O)c2ccccc2)cc1)c1ccccc1 | 7 | -8 | 6 | 10 | . | -1.6 | 0.5 | -23 | -27
NS(=O)(=O)c1cccc(NS(=O)(=O)c2ccc(/C=C/C(=O)O)cc2)c1 | -7 | 4 | 1 | 0 | 4 | 1.6 | 0.7 | -4 | 12
Nc1c2c(=O)oc(-c3ccccc3)cc2nn1-c1ccccc1 | -2 | -1 | -1 | 2 | 6 | 0.4 | 1.0 | -9 | -8
CCCCN(C(=O)c1ccc(C)cc1)c1c(N)n(CCC)c(=O)[nH]c1=O | -2 | 2 | -3 | -1 | -4 | 0.1 | 0.4 | -12 | 13
CSCc1c(C(=O)Nc2ccc3c(c2)OCO3)oc2ccccc12 | 13 | -9 | 3 | 2 | -18 | 0.1 | 0.1 | 3 | -20
CC(=O)N(Cc1ccc(Cl)cc1)c1cnccn1 | 5 | 10 | -9 | 3 | -5 | 0.6 | -0.5 | -9 | 1
CCN(C1CCCCC1)S(=O)(=O)CCNC(=O)c1ccccc1 | 3 | -2 | 1 | 1 | -14 | 0.3 | -0.1 | -4 | 12
Cc1cc(O)c(C(c2ccccc2)N2CCN(c3ccc(F)cc3)CC2)c(=O)n1Cc1ccco1 (stereo not drawn) | . | 4 | -1 | 0 | -7 | -0.6 | 0.3 | 4 | -27

Full records from above. Screens in order: D2 antagonist, TRHR PAM, D1 potentiator, D1 ag, D2 PAM, D2 ag, TRHR ag, D1 antag, RXFP1 antagonist
CCCCN(C(=O)c1ccc(C)cc1)c1c(N)n(CCC)c(=O)[nH]c1=O is entered as -2, 2, -3, -1, -4, 0.1, 0.4, -12, 13
CCCOc1ccc(CCc2n[nH]c(=S)n2-c2ccccc2)cc1 is entered as -3, 4, 2, 6, 1, -0.7, -0.9, 4, -20
Cc1cc(O)c(C(c2ccccc2)N2CCN(c3ccc(F)cc3)CC2)c(=O)n1Cc1ccco1 (stereo not drawn) is entered as ., 4, -1, 0, -7, -0.6, 0.3, 4, -27
O=C(COC(=O)c1cc(S(=O)(=O)N2CCOCC2)ccc1Cl)Nc1ccc2c(c1)OCO2 is entered as -3, -1, -2, 1, -3, -0.2, -1.0, -5, 10
